# V1aR counter: counter-screen for oxytocin receptor agonists: human V1a receptor agonists | 320,000 compounds, 0.25% hits | activation, % at 3 µM | CHO-V1R cells, Fluo-8 calcium fluorescence, agonist mode; 0% DMSO, 100% 3 nM vasopressin | P37288;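 active = activation above the mean activation of all tested compounds plus 3 SD, per screening run, cut at about 20% in these data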;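 also: signal is peak over basal fluorescence ratio across a 100 second FLIPR read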
# Target sequence (P37288 whole entry, looked up): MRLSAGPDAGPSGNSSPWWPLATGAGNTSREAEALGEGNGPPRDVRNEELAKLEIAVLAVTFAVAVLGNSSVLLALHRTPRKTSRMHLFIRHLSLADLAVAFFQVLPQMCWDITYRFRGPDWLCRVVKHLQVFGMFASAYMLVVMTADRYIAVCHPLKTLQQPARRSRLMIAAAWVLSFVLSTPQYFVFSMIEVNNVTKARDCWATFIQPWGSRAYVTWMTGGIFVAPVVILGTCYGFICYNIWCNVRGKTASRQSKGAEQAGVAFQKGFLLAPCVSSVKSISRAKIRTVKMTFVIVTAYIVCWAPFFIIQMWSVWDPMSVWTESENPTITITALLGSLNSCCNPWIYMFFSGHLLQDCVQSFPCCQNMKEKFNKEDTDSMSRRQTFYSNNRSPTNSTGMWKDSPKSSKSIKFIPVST
# M1 antag: human CHRM1 antagonism; 360,000 compounds, 1.3% hits; AID 588852; inhibition, % at 3 µM; CHO-K1 hM1, Fluo-8 calcium fluorescence, ACh EC80 antagonist; P11229;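 active = percent inhibition above its own plate's cutoff, namely the mean of that plate's compound wells plus 3 SD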;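 also: peak over basal fluorescence ratio during 140 s after agonist addition; 0% = ACh EC80 plus DMSO and 100% = DMSO alone without agonist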
# M1 ag: human M1 muscarinic receptor agonism. P11229. CHO-K1 hM1, Fluo-8 calcium fluorescence, agonist mode; 0% DMSO, 100% acetylcholine EC100. activation, % at 3 µM. 360,000 compounds, 0.33% hits. AID 588814;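 active = activation above the run's mean compound activation plus 3 SD, cut at about 16% in these data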;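 also: peak over basal fluorescence ratio within a 140 s kinetic read after compound addition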
# CHRM1 PAM: positive allosteric modulators of human M1 muscarinic receptor. P11229. CHO-K1 hM1, Fluo-8 calcium fluorescence, ACh EC20; 0% = ACh EC20, 100% = maximal ACh. activation, % at 3 µM. 360,000 compounds, 0.088% hits. AID 588819; in the data active = activation above about 19%, passing the limit was not always enough
# TAAR1 agonist: agonists of human TAAR1 | Q96RJ0 | CHO RD-HGA16 TAAR1, Fluo-8 calcium fluorescence; vehicle wells 0%, saturating PEA agonist 100% | activation, % at 3 µM | 360,000 compounds, 0.99% hits | AID 624467;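 active = activation above the mean activation of all test compounds in the run plus 3 SD, cut at about 38% in these data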
# Target sequence (Q96RJ0 whole entry, looked up): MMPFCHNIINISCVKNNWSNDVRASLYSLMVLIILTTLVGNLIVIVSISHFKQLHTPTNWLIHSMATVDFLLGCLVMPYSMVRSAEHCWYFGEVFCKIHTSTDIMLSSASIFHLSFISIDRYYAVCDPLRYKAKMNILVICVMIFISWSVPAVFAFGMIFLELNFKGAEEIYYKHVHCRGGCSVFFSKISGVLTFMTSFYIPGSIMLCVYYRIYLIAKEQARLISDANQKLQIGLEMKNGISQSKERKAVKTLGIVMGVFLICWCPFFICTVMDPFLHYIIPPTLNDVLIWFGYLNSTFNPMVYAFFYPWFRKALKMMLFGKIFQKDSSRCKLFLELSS
#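 Test system: RD-HGA16 (CHO) cells co-expressing Gα16 and hTAAR1 / Benchmarks: DMSO vehicle as 0%, PEA at EC100 as 100% / Repeats: no replicates (n 1) / Measure: % activation from peak over basal fluorescence ratio, DMSO-to-PEA scaled / Timing: 17-24 h plating, Fluo-8 75 min 37 °C, 30 min RT / Technique: kinetic Fluo-8 calcium fluorescence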
# OXTR potentiate: potentiates the human oxytocin receptor response. P30559. CHO-OTR cells, Fluo-8 calcium fluorescence, potentiator mode; 0% = oxytocin EC15, 100% = EC100. activation, % at 3 µM. 320,000 compounds, 0.061% hits. AID 2445;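 active = activation above that plate's cutoff, the mean activation of tested compounds plus 3 SD, cut at about 6.6% in these data, passing the limit was not always enough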;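 also: 100% uses oxytocin at 75 nM as the full agonist control; some results filed as inactive read as strong as hits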
#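 Dosing: Single dose, 3.0 µM nominal final compound concentration | Material: Human OTR in CHO cells | Technique: Kinetic Fluo-8 calcium fluorescence | Benchmarks: EC15 oxytocin alone as 0%, 75 nM oxytocin as 100% | Probe or stimulus: Oxytocin at about EC15, sub-maximal agonist stimulus | Incubation: Compound 6 min at room temperature before oxytocin, 100 s read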
# CHO parental Ca: counter-screen: ATP calcium response change in parental CHO cells; inhibition, % at 5.6 µM; parental CHO-K1, ATP-induced calcium, Fluo-8 fluorescence; 330,000 compounds, 0.63% hits; AID 463079;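 active = inhibition above that plate's mean sample inhibition plus 3 SD, cut at about 26% in these data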;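 also: 0% = ATP-challenged DMSO wells and 100% = DMSO wells without ATP; some compounds past the cut are filed as inactive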
#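 Material – parental CHO cells · Reagent – ATP stimulus · Compound – single nominal dose of 5.6 µM per compound · Detection – Fluo-8 fluorescence · Read-out basis – percent inhibition of calcium signal · Controls – ATP-challenged DMSO wells low, unchallenged DMSO wells high · Repeats – no replicates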
# TAAR1 antagonist: antagonists of human TAAR1; CHO RD-HGA16 TAAR1, Fluo-8 calcium fluorescence, antagonist; inhibition, % at 3 µM; 360,000 compounds, 1.5% hits;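 active = inhibition above a per-plate cutoff, the mean inhibition of test compounds on that plate plus 3 SD, cut at about 49% in these data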;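 also: 0% = DMSO plus EC80 beta-PEA response and 100% = DMSO alone without agonist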
#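 Assay system: RD-HGA16 CHO cells with stable hTAAR1 and Gα16 / Reagent: EC80 β-phenethylamine stimulus / Doses: 3 µM, single point / Timing: dye loading 75 min at 37 °C, then 30 min room temperature / Measured by: Fluo-8 intracellular calcium dye fluorescence, real-time kinetic reads / Controls: vehicle wells and EC80 agonist wells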
# OXTR agonist: human OXTR agonism | 320,000 compounds, 0.32% hits | CHO-OTR cells, Fluo-8 calcium fluorescence; normalized: DMSO 0%, oxytocin 100% | P30559 | AID 2435 | activation, % at 3 µM;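 active = activation above the mean of all tested compounds plus 3 SD, cutoff set per screening run, cut at about 20% in these data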;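 also: peak over basal fluorescence ratio from a 100 s FLIPR kinetic read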
# An asterisk follows results filed as active; x = no result given.
structure	V1aR counter	M1 antag	M1 ag	CHRM1 PAM	TAAR1 agonist	OXTR potentiate	CHO parental Ca	TAAR1 antagonist	OXTR agonist
CCN(C(=O)c1ccc(=O)[nH]c1)c1c(N)n(Cc2ccccc2)c(=O)[nH]c1=O	0.4	-5.0	-1.4	9.4	2.4	7.1	-5.2	-26.2	0.9
N#CCCn1cnc2ccccc21	0.2	-13.2	-1.3	10.3	1.0	5.7	-10.1	-12.6	1.1
Cc1cccn2c(=O)c(/C=C(\C#N)S(=O)(=O)c3ccc(Cl)cc3)c(N3CCC(C(N)=O)CC3)nc12	2.0	-2.6	-4.8	10.5	18.7	-6.7	-8.4	34.8	2.2
COc1ccccc1C=NN=Cc1ccccc1O	x	-2.6	-3.6	3.6	-0.1	x	x	-17.7	x
CC1CCN(C(=O)c2cc(Cl)nc3ccccc23)CC1	-0.1	-9.3	-7.3	9.4	0.3	6.6	-17.2	-1.2	-0.2
Cc1ccc(NC(=O)CN2CCCCCC2)c(Br)c1	x	-0.1	-12.7	-3.5	9.8	x	x	-11.3	x
Cc1ccc(S(=O)(=O)c2nc(-c3ccccc3Br)oc2N(C)C)cc1	-0.7	8.6	-3.1	-2.9	0.7	-7.2	-12.4	-24.5	-1.3
COc1cc(CN(C)CC2CCCN(CCc3ccccc3F)C2)cc(Cl)c1OC (stereo not given)	x	73.5*	-9.8	-26.8	1.7	x	x	-6.5	x
Cc1ccc(OCCNC(=O)c2cc(-n3cnnc3)ccc2Cl)cc1C	-0.5	-13.9	-1.5	-1.0	1.0	-0.2	-9.4	-7.0	0.7
COc1ccccc1NC(=O)CN1CCN(c2ccc(Cl)cc2)CC1	-1.4	-15.5	-2.0	2.8	15.4	-11.8	-48.0	-8.6	-2.1
O=C(CSC1=Nc2ccccc2C2CC=NN12)Nc1ccc2c(c1)OCO2 (stereo not given)	x	0.8	-6.1	1.5	1.0	x	x	-6.8	x
Cc1ccnc(NC(=O)c2ccc(Cl)s2)c1	-0.5	2.9	-5.1	-1.8	x	-0.5	0.5	x	-0.6
COc1ccc(C(=O)N2CCC(=O)N(C(CO)Cc3ccccc3)CC2)cc1 (stereo not given)	-0.6	4.6	-4.6	-0.5	15.0	-10.5	-13.6	21.9	-1.0
Cc1oc2c(c1C(=O)c1ccc(Cl)cc1)C(=O)C(=O)c1ccccc1-2	x	7.8	-1.0	-5.8	13.0	x	x	28.4	x
CCOC(=O)Cc1cc(=O)n2[nH]c(-c3ccccc3)cc2n1	1.1	-0.9	-3.7	2.3	x	3.6	-9.9	x	0.8
CCCOc1ccc(N2C(=O)CC(N(Cc3ccco3)C(=O)CCC(=O)O)C2=O)cc1 (stereo not given)	1.1	0.7	-3.8	6.9	2.1	-2.4	-12.9	-2.9	0.7
Oc1c(Cl)cc(CN2CCCCC2)c2cccnc12	-0.3	-19.1	1.4	10.6	x	-7.0	0.4	x	1.2
COc1ccc(C(=O)c2cc(OC)c(OC)c(OC)c2)cc1OC	x	-17.2	3.6	9.6	3.1	x	x	-13.2	x
COc1ccc2c(c1OC)c(=O)n1c3ccc(OC(C)C(=O)NCCN4CCOCC4)cc3c3ccnc2c31 (stereo not given)	0.3	-5.0	-3.7	-0.9	3.1	-7.1	-12.1	6.2	1.2
CCOC(=O)c1c(CN2CCN(CCO)CC2)n(C)c2cc(Br)c(OC)cc12	1.1	6.1	-6.6	0.2	9.0	0.2	-13.2	10.9	3.4
O=S(=O)(c1ccccc1)N1CCCN(S(=O)(=O)c2ccccc2)CC1	6.1	-10.8	-2.6	2.9	9.5	-4.8	-7.7	7.5	1.2
O=C(NNC(=O)c1cccc(S(=O)(=O)N2CCc3ccccc32)c1)c1ccccc1	x	17.3	-0.5	-0.6	2.2	x	x	15.2	x
Cc1ccc(C)c(S(=O)(=O)N2CCCOC2CNC(=O)C(=O)NCCN2CCOCC2)c1 (stereo not given)	0.9	-3.2	-3.3	4.5	1.2	-3.0	-6.2	-10.3	0.0
Cc1ccc(S(=O)(=O)Cn2nnnc2CN(Cc2ccco2)CC2CCCO2)cc1 (stereo not given)	-0.1	0.6	-4.1	0.6	1.1	-3.9	-19.2	-6.2	-3.2
O=C(Nc1ccc(-n2nncc2-c2ccco2)cc1)c1cc2ccccc2oc1=O	-0.2	8.6	-5.2	1.2	x	-3.2	54.2*	x	-0.5

# Individual results from the entries so far:
# COc1ccccc1C=NN=Cc1ccccc1O in M1 ag has -3.6
# Cc1ccc(S(=O)(=O)Cn2nnnc2CN(Cc2ccco2)CC2CCCO2)cc1 (stereo not given) in CHRM1 PAM has 0.6
# Cc1oc2c(c1C(=O)c1ccc(Cl)cc1)C(=O)C(=O)c1ccccc1-2 in TAAR1 agonist has 13.0
# CCOC(=O)Cc1cc(=O)n2[nH]c(-c3ccccc3)cc2n1 in M1 ag has -3.7

# Back to the main list, starting two compounds before the break.
structure	V1aR counter	M1 antag	M1 ag	CHRM1 PAM	TAAR1 agonist	OXTR potentiate	CHO parental Ca	TAAR1 antagonist	OXTR agonist
Cc1ccc(S(=O)(=O)Cn2nnnc2CN(Cc2ccco2)CC2CCCO2)cc1 (stereo not given)	-0.1	0.6	-4.1	0.6	1.1	-3.9	-19.2	-6.2	-3.2
O=C(Nc1ccc(-n2nncc2-c2ccco2)cc1)c1cc2ccccc2oc1=O	-0.2	8.6	-5.2	1.2	x	-3.2	54.2*	x	-0.5
O=c1c(Cl)cc(Cl)nn1-c1ccccc1	-0.2	-2.3	-0.5	-5.0	-0.7	5.3	2.9	9.0	-0.5
COc1ccccc1-c1noc(-c2ccccc2C(=O)NCC2CCCO2)n1 (stereo not given)	2.4	-11.0	1.4	11.4	7.4	-1.8	-13.8	8.0	3.3
CCOc1cccc(-c2c(C(=O)N/N=C/c3ccc(C)s3)nnn2-c2nonc2N)c1	8.8	2.1	9.4	4.2	53.0*	-4.0	-3.4	-12.9	3.2
C/C(=N\NC(=O)CC(C)C)c1c(C(F)(F)F)[nH]n(-c2nc3ccccc3s2)c1=O	-0.6	-7.5	2.5	5.4	0.4	-7.1	-4.1	-11.2	0.3
Cc1ccc(CNC(=O)CCn2cc(-c3ccc(F)cc3)nc2-c2ccncc2)cc1	0.1	-13.3	-7.6	6.7	2.1	-7.2	-21.3	16.8	-0.2
Nc1nnnn1/N=C/c1cccc(Oc2ccccc2)c1	-0.5	-6.2	-2.8	6.2	10.9	-0.9	-0.2	0.9	-0.2
Nc1ccccc1C(=O)Nc1ccc(Cl)cc1Cl	-0.5	-10.0	1.8	13.4	5.1	-12.9	-9.5	6.3	-1.6
Fc1ccc(N2CCN(c3ncnc4c3nnn4Cc3ccccc3Cl)CC2)cc1	0.2	-2.4	-3.0	3.9	6.2	-9.5	-0.4	-10.7	0.1
COc1ccc(CCN2C(=O)c3[nH]nc(-c4ccccc4O)c3C2c2cccc(O)c2)cc1OC (stereo not given)	-0.8	-3.4	-0.3	6.1	3.5	-8.2	-21.7	14.9	-0.2
Cc1ccc(C(=O)NC23CC4CC(CC(C4)C2)C3)c(Cl)c1	-1.5	-11.5	-2.3	7.4	9.9	-0.1	-11.2	-12.2	-2.7
Cc1ccc(S(=O)(=O)n2nc(C)c(C#N)c2N)cc1	-0.2	11.3	-4.1	-6.2	3.1	-7.9	-18.0	-29.7	-1.2
Cc1ccc(-n2c(SCC(=O)Nc3cc(S(=O)(=O)N4CCOCC4)ccc3Cl)nc3ccccc3c2=O)cc1	-0.5	-4.2	-3.8	4.0	28.0	-6.2	-14.1	-17.2	-0.4
COc1ccccc1NC(=O)c1cc[n+](C)cc1	0.4	-10.3	-2.7	11.1	4.0	5.0	-3.8	2.3	0.6
COc1ccc(NC(=S)N2CCC(NC(=O)c3cccc(F)c3)CC2)cc1	-0.7	-15.5	-4.9	6.6	-0.2	1.2	-15.2	0.7	-0.9
Cc1cc(CCCCCCCCc2cc(C)cc(=O)o2)oc(=O)c1	5.5	5.8	-7.7	-4.3	11.5	-2.2	-15.7	4.7	0.6
CCOC(=O)c1cnc(-n2nc(C)cc2C)nc1NNc1cc(C)nc(-c2ccccc2)n1	-0.2	1.2	1.1	6.2	4.5	-2.2	-12.1	-3.7	0.0
COc1cccc(Nc2ccc([N+](=O)[O-])c3nonc23)c1	9.1	-4.5	1.2	-1.0	3.4	-10.2	4.8	12.0	5.2
COc1ccccc1-n1c(-c2ccccc2)c[nH]c1=S	x	-7.1	-5.9	7.3	-1.2	x	x	0.9	x
O=C(CSc1nnc(Cc2ccccc2)n1-c1cccc(Cl)c1)NNC(=O)Cc1ccccc1	0.5	4.2	-1.9	-3.5	2.4	-5.2	-14.2	-30.7	-1.2
CCc1nc(N[C@H](C(=O)O)C(C)C)c2oc3ccccc3c2n1	-0.5	-16.3	-2.8	10.3	-4.6	-5.3	-2.5	9.8	-0.7
COC(=O)c1ccc(Cn2cnc3ccccc3c2=O)cc1	1.5	-7.0	0.0	7.6	1.2	-0.7	8.6	-2.7	-0.2
CCn1cc(C(=O)NCCN(C)CCc2ccccc2)c(=O)c2cc(S(=O)(=O)N(C)C)ccc21	-1.1	9.4	-6.8	-12.0	36.8	-1.8	-20.8	-10.6	-0.8
O=C(CN1C2=NCCN2c2ccccc21)c1ccc(Br)s1	0.9	-10.1	-10.5	1.9	2.6	-3.4	-10.2	-3.3	0.9
O=C(CN1C(=O)COc2ccccc21)NCc1ccccn1	0.8	11.2	-3.0	-4.7	5.5	-8.4	-4.6	5.0	0.3
CC(=O)N1CCCc2ccccc21	1.0	-4.3	-1.6	5.3	4.3	-1.1	-7.6	-15.0	0.0
O=C(O)c1ccccc1Nc1ccnc(C(F)(F)F)c1	0.6	9.2	-3.0	-7.8	4.7	-4.9	4.1	0.0	0.1
C/C(CC(=O)Nc1cc(C)ccn1)=N\NC(=O)C(=O)NC(C)C	-0.2	0.1	-5.8	1.1	1.4	-13.2	-0.5	6.9	-1.8
COC(=O)c1sc2ncccc2c1OCc1ccc(Cl)cc1Cl	-0.1	-5.4	-6.9	8.7	5.0	-0.3	-8.8	-4.4	-1.0

# Bioassay records: PubChem, The Scripps Research Institute Molecular Screening Center
